Screening data from PubChem BioAssay.
GLP-1R inv ag: acts as inverse agonist at human GLP-1 receptor; hit rate 1.6% among 410,000; Potency, µM (highest dose often 38.3 µM), inactives show at the highest dose activity change, negative = inhibition, usual class: inhibitors; AID 624417; HEK293 GLP-1R CRE-luciferase, luminescence, 24 h; GLP-1R form is constitutively active; note: % is set by controls: 0 for no effect and ±100 for the full control effect; nearly all actives have a fitted effect of over 55% in size
Target sequence (P43220 whole entry, looked up): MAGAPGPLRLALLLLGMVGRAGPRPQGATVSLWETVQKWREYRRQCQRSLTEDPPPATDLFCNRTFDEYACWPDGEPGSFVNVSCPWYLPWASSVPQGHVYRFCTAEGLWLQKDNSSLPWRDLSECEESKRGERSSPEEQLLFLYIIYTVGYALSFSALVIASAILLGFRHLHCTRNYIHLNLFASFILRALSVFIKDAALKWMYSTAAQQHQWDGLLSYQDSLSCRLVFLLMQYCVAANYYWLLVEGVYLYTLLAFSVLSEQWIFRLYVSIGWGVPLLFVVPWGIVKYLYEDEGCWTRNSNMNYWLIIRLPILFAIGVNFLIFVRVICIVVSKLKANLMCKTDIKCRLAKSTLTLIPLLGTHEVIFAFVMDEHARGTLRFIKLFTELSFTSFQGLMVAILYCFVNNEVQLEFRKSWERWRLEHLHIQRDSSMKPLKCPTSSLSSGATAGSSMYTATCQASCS
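Luminescence readout: a drop in cAMP-driven luciferase signal flags inverse agonism at a constitutively active GLP-1R stably expressed in HEK293. Compound exposure lasted 24 hr at 37 deg C, 5% CO2.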
PTHR1 agonist: activates the human parathyroid hormone receptor PTHR1; Q03431; HEK293 GP2 PTHR1 cells, GloSensor cAMP luminescence, 1 h; Potency, µM (top dose mostly 115 µM), inactives show top-dose activation, most hits filed as activators; hit rate 0.075% among 410,000; note: nearly all actives have a fitted effect of over 55% in size; some results filed as inactive show a strong effect at the top dose; inactives centre near -15; many of its hits are not listed in these tables
Target sequence (Q03431 whole entry, looked up): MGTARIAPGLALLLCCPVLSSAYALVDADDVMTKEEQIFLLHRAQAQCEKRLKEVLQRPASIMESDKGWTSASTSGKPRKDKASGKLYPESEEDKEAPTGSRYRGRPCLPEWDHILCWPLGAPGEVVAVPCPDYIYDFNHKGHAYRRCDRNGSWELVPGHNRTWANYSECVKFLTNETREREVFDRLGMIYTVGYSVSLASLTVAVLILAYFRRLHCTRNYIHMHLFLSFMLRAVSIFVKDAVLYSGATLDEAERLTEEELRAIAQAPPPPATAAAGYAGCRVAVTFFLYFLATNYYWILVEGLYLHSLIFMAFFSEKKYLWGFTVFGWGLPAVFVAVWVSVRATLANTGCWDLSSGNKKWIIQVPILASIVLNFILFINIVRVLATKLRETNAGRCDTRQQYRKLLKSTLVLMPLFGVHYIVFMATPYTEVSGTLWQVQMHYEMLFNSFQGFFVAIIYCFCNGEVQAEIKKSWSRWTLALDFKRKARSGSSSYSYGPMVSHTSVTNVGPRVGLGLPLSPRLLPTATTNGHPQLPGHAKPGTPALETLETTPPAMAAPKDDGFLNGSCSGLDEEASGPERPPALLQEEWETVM
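HEK-293-derived GP2 cells expressing PTHR1 and a GloSensor cAMP reporter, 3,000/well, plated overnight, given luciferin plus IBMX (each 0.5 mM as added) for 1 h at 37 °C, then compound for 1 h at 37 °C. Luminescence was read after 15 min at room temperature.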
GLP1R cytotox: cytotoxic in the GLP-1 receptor inverse agonist counter-screen. HEK293 cAMP-luciferase reporter cells, luminescence, 24 h. Potency, µM (doses to about 38.3 µM), without a hit: at the top dose activity change, negative = inhibition, actives largely listed as inhibitors. hit rate 0.13% among 410,000. AID 624418;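 note: loss of luciferase light is scored as toxicity; % is set by controls: 0 for no effect and ±100 for the full control effect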
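Luminescence readout: signal drop marks cytotoxicity. Plated cells grew 12 h at 37 °C, 5% CO2, received 23 nL compound for 24 h, then got luciferase reagent, read after 12 min at RT.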
Starred values were filed as active, the others as inactive; [ ] = dose if it differs, or a comment. Calls come from the whole dose curve; as a rule, active = well fitted curve in the direction sought with a large enough effect; inconclusive = small, poorly fitted or top-dose-only effect, or another doubt; inactive = no such curve, though single readings can be large; an effect the other way counts as inactive or inconclusive. Potency is the fitted concentration of half-maximal effect. This is a subset (hit frequency here may not be typical).

What do the screens show for `COc1ccccc1C(=O)Nc1nnc(SCc2cc(=O)c3ccccc3[nH]2)s1`?
GLP-1R inv ag: 3%; PTHR1 agonist: -42%[inhibitor]; GLP1R cytotox: -6%

What do the screens show for `COc1cc(NC(=O)C(CC(C)C)NS(=O)(=O)c2ccc3c(c2)CCN3C(C)=O)cc(OC)c1` (centres undefined)?
GLP-1R inv ag: -1%; PTHR1 agonist: inactive; GLP1R cytotox: -5%

What do the screens show for `COc1ccc(N2C(=O)CSC23C(=O)N(CC(=O)NC2CCCCC2)c2ccccc23)cc1` (centres undefined)?
GLP-1R inv ag: -12%; PTHR1 agonist: inactive; GLP1R cytotox: -9%

What do the screens show for `Cc1ccc(NC(=O)CCCn2nc(C)c3c(C)n(-c4ccccc4)nc3c2=O)cc1Cl`?
GLP-1R inv ag: 7%; PTHR1 agonist: inactive; GLP1R cytotox: 1%

How did O=C(Nc1ccc2oc(-c3ccc4ccccc4c3)nc2c1)c1ccc(Cl)c(Cl)c1 do in these assays?
GLP-1R inv ag: 1%; PTHR1 agonist: inactive; GLP1R cytotox: 9%

How did CC1CCCN(S(=O)(=O)c2ccc3[nH]c(=O)cc(C(=O)NCCc4ccc(Cl)cc4)c3c2)C1 (centres undefined) do in these assays?
GLP-1R inv ag: 10%; PTHR1 agonist: 7%; GLP1R cytotox: 7%

How did Cc1ccc(NC(=O)C(Cc2c[nH]c3ccccc23)NC(=O)OC(C)(C)C)c(C)c1 (centres undefined) do in these assays?
GLP-1R inv ag: inconclusive; PTHR1 agonist: -15%; GLP1R cytotox: inconclusive

How did CCOC(=O)c1cccc(NC(=O)C2CCN(S(=O)(=O)c3cn(C)cn3)CC2)c1 do in these assays?
GLP-1R inv ag: 6%; PTHR1 agonist: inactive; GLP1R cytotox: -11%

What do the screens show for `Cc1cccc(C(=O)Nc2nnc(S(=O)(=O)N(C)Cc3ccc(Cl)cc3)s2)c1`?
GLP-1R inv ag: inconclusive; PTHR1 agonist: -26%; GLP1R cytotox: -7%

Results for Cc1ccc(-n2ncc3c(Nc4ccc(Oc5ccccc5)cc4)ncnc32)cc1 ?
GLP-1R inv ag: 3%; PTHR1 agonist: -2%; GLP1R cytotox: -10%

How did COc1ccc(-c2nn3c(-c4ccccc4C)nnc3c3ccccc23)cc1 do in these assays?
GLP-1R inv ag: 4%; PTHR1 agonist: -36%[inhibitor]; GLP1R cytotox: 0%

What do the screens show for `CCOC(=O)N1CCc2c(sc3c2c(=O)n(-c2ccc(CC)cc2)c(=O)n3C)C1`?
GLP-1R inv ag: 9%; PTHR1 agonist: -16%; GLP1R cytotox: 9%

Arranged by molecular weight (highest first): five of the compounds above.
What do the screens show for `COc1cc(NC(=O)C(CC(C)C)NS(=O)(=O)c2ccc3c(c2)CCN3C(C)=O)cc(OC)c1` (centres undefined)?
GLP-1R inv ag: -1%; PTHR1 agonist: inactive; GLP1R cytotox: -5%

What do the screens show for `COc1ccc(N2C(=O)CSC23C(=O)N(CC(=O)NC2CCCCC2)c2ccccc23)cc1` (centres undefined)?
GLP-1R inv ag: -12%; PTHR1 agonist: inactive; GLP1R cytotox: -9%

What do the screens show for `Cc1ccc(NC(=O)CCCn2nc(C)c3c(C)n(-c4ccccc4)nc3c2=O)cc1Cl`?
GLP-1R inv ag: 7%; PTHR1 agonist: inactive; GLP1R cytotox: 1%

What do the screens show for `CCOC(=O)N1CCc2c(sc3c2c(=O)n(-c2ccc(CC)cc2)c(=O)n3C)C1`?
GLP-1R inv ag: 9%; PTHR1 agonist: -16%; GLP1R cytotox: 9%

How did COc1ccc(-c2nn3c(-c4ccccc4C)nnc3c3ccccc23)cc1 do in these assays?
GLP-1R inv ag: 4%; PTHR1 agonist: -36%[inhibitor]; GLP1R cytotox: 0%

The results go on.
What do the screens show for `CCCNC(=O)Cn1nc(-c2ccc(C)c(C)c2)c2cnc3ccc(OC)cc3c21`?
GLP-1R inv ag: 15%; PTHR1 agonist: inactive; GLP1R cytotox: 25%

How did COCCCn1c(=N)c(C(=O)NCc2cccnc2)cc2c(=O)n3cccc(C)c3nc21 do in these assays?
GLP-1R inv ag: 8%; PTHR1 agonist: inactive; GLP1R cytotox: 212%[activator]

How did COc1ccc(OC)c(NC(=O)c2c(NCc3ccc(OC)c(OC)c3)sc3c2CCC3)c1 do in these assays?
GLP-1R inv ag: 18%; PTHR1 agonist: -16%; GLP1R cytotox: -1%

What do the screens show for `Cc1ccccc1OCc1ccc(-c2nc(C#N)c(N3CCN(c4cccc(Cl)c4)CC3)o2)o1`?
GLP-1R inv ag: 17%; PTHR1 agonist: -5%; GLP1R cytotox: 20%

What do the screens show for `CCc1nn2c(=O)cc(COC(=O)c3ccc4c(c3)OCO4)nc2s1`?
GLP-1R inv ag: 10%; PTHR1 agonist: -15%; GLP1R cytotox: 2%

Results for CCOC(=O)c1[nH]c2c(c1Cc1ccccc1)C(=O)CC(c1ccc(OC)cc1)C2 (centres undefined) ?
GLP-1R inv ag: -76%; PTHR1 agonist: -19%; GLP1R cytotox: -24%

What do the screens show for `CC(=O)N1c2ccc(S(=O)(=O)N3CCCCCC3)cc2CC1C(=O)NCc1cccc(C)c1` (centres undefined)?
GLP-1R inv ag: 11%; PTHR1 agonist: inactive; GLP1R cytotox: -3%

How did O=C(Nc1nnc(N2CCCC2)s1)Nc1cc(F)ccc1F do in these assays?
GLP-1R inv ag: 2%; PTHR1 agonist: inactive; GLP1R cytotox: 0%

How did CCC1Oc2ccc(C)cc2N(CC(=O)NCc2ccc(F)cc2)C1=O (centres undefined) do in these assays?
GLP-1R inv ag: -22%; PTHR1 agonist: -12%; GLP1R cytotox: 2%

What do the screens show for `Cc1ccc2nc(-c3cccs3)c(Nc3ccc4c(c3)OCCO4)n2c1`?
GLP-1R inv ag: 3%; PTHR1 agonist: -25%; GLP1R cytotox: -25%

What do the screens show for `O=C(NCCc1ccc(Cl)cc1)c1cnc2sc(N3CCCCC3)nn2c1=O`?
GLP-1R inv ag: 4%; PTHR1 agonist: inactive; GLP1R cytotox: 0%

Results for Cc1cccc(N2CCN(S(=O)(=O)c3cc(C(=O)Nc4ccc(Oc5ccccc5)cc4)ccc3F)CC2)c1C ?
GLP-1R inv ag: inconclusive; PTHR1 agonist: inactive; GLP1R cytotox: 1%

Results for Cc1ccc(S(=O)(=O)c2nnn3c2nc(N2CCN(c4ccc(F)cc4)CC2)c2cc(Cl)ccc23)cc1C ?
GLP-1R inv ag: 4%; PTHR1 agonist: inactive; GLP1R cytotox: 5%

Results for CCN(C(=O)CN(C)S(=O)(=O)c1ccc2c(c1)n(C)c(=O)c(=O)n2C)c1cccc(C)c1 ?
GLP-1R inv ag: 20%; PTHR1 agonist: -17%; GLP1R cytotox: 1%

Results for CNC(=O)C1CCN(c2nc3ccccc3nc2C(F)(F)F)CC1 ?
GLP-1R inv ag: 3%; PTHR1 agonist: inactive; GLP1R cytotox: -8%

Results for Clc1ccccc1-c1nc(Nc2ccccc2)nc2ccc(Br)cc12 ?
GLP-1R inv ag: 10µM*; PTHR1 agonist: -13%; GLP1R cytotox: 42%[activator]

Results for CCOc1ccc(-c2cccc(NS(=O)(=O)c3ccc(C)s3)c2)nn1 ?
GLP-1R inv ag: 4%; PTHR1 agonist: inactive; GLP1R cytotox: 1%

Results for Clc1ccccc1CNc1nc2ccccc2c2nc(-c3ccccc3)nn12 ?
GLP-1R inv ag: inconclusive; PTHR1 agonist: inactive; GLP1R cytotox: -6%

How did COc1ccc(CNC(=O)CN(c2ccccc2OC)S(=O)(=O)c2ccc(C)cc2)cc1 do in these assays?
GLP-1R inv ag: inconclusive; PTHR1 agonist: -57%[inhibitor]; GLP1R cytotox: -4%

How did CCCNC(=O)c1ccc2c(c1)nc1n2CCCCC1 do in these assays?
GLP-1R inv ag: -21%; PTHR1 agonist: inactive; GLP1R cytotox: 1%

How did Cn1c(=O)c2sccc2n2c(CCCC(=O)Nc3ccc(Oc4ccccc4)cc3)nnc12 do in these assays?
GLP-1R inv ag: -1%; PTHR1 agonist: -45%[inhibitor]; GLP1R cytotox: -2%

How did CCc1nn(CC(=O)NC2CC2)c(=O)c2cc3c(OC)cccc3n12 do in these assays?
GLP-1R inv ag: 1%; PTHR1 agonist: -24%; GLP1R cytotox: 2%

Results for Cc1ccc2oc(C(=O)NCC(c3ccc(Cl)cc3)N3CCOCC3)c(C)c2c1 (centres undefined) ?
GLP-1R inv ag: inconclusive; PTHR1 agonist: -36%; GLP1R cytotox: -15%

How did CCN1c2ccccc2-c2nc(SCC(=O)Nc3cc(C)c(Cl)cc3OC)ncc2S1(=O)=O do in these assays?
GLP-1R inv ag: -3%; PTHR1 agonist: -33%[inhibitor]; GLP1R cytotox: 1%

Results for O=C(NCc1ccc(Cl)cc1)C(=O)NCC(c1cccs1)S(=O)(=O)c1ccc(Cl)cc1 (centres undefined) ?
GLP-1R inv ag: 2%; PTHR1 agonist: inactive; GLP1R cytotox: -6%

Results for Cc1ccc(OC(=O)c2cc(-c3ccc4c(c3)OCCO4)on2)cc1C ?
GLP-1R inv ag: 10%; PTHR1 agonist: inactive; GLP1R cytotox: 0%

How did COc1cccc(-c2cc(C(=O)Nc3cc(Cl)ccc3O)on2)c1 do in these assays?
GLP-1R inv ag: 19%; PTHR1 agonist: -66%[inhibitor]; GLP1R cytotox: -8%

What do the screens show for `COc1ccc(-n2c(SCC(=O)Nc3cc(C)cc(C)c3)nc3c(oc4ccccc43)c2=O)cc1`?
GLP-1R inv ag: 6%; PTHR1 agonist: inactive; GLP1R cytotox: 4%

How did Cc1ccc(C)c(Cn2c(=O)n(Cc3ccc4c(c3)OCO4)c(=O)c3oc4ccccc4c32)c1 do in these assays?
GLP-1R inv ag: -13%; PTHR1 agonist: 30%; GLP1R cytotox: -13%

How did COc1cc(OC)cc(-c2nnc(SCC(=O)N3CCC(C)CC3)o2)c1 do in these assays?
GLP-1R inv ag: -39%; PTHR1 agonist: -12%; GLP1R cytotox: 4%

What do the screens show for `CC1CCCN(Cc2c(O)ccc3c(=O)c(-c4ccccc4Cl)c(C(F)(F)F)oc23)C1` (centres undefined)?
GLP-1R inv ag: -2%; PTHR1 agonist: inactive; GLP1R cytotox: 14%

Results for Cc1cc(C)cc(Oc2nc3c(C)cccn3c(=O)c2/C=C(\C#N)c2nc3ccccc3s2)c1 ?
GLP-1R inv ag: 6%; PTHR1 agonist: -2%; GLP1R cytotox: 9%

What do the screens show for `Cc1ccccc1OCCSc1nnc(-c2cccs2)o1`?
GLP-1R inv ag: -11%; PTHR1 agonist: inactive; GLP1R cytotox: 28%

What do the screens show for `O=C(Nc1ccc(F)cc1F)c1noc2c1CCc1ccccc1-2`?
GLP-1R inv ag: 0%; PTHR1 agonist: -26%; GLP1R cytotox: 6%

What do the screens show for `CCC(=O)N1CCc2cc(Br)cc(S(=O)(=O)CCC(=O)N3CCN(c4cc(C)ccc4C)CC3)c21`?
GLP-1R inv ag: -2%; PTHR1 agonist: inactive; GLP1R cytotox: -1%

What do the screens show for `COc1ccc(OC)c(CCNC(=O)CCn2c(=O)c3cccn3c3ccc(F)cc32)c1`?
GLP-1R inv ag: 15%; PTHR1 agonist: inactive; GLP1R cytotox: 1%

How did COc1ccc(F)cc1S(=O)(=O)NCCc1csc2nc(-c3cccc(C)c3)nn12 do in these assays?
GLP-1R inv ag: -15%; PTHR1 agonist: inactive; GLP1R cytotox: 3%

How did Cc1ccccc1NC(=O)CCN1C(=O)c2ccccc2Sc2ncccc21 do in these assays?
GLP-1R inv ag: -17%; PTHR1 agonist: 16%; GLP1R cytotox: -1%

How did CCc1cc(C(=O)Nc2c(C)nn(Cc3ccccc3Cl)c2C)no1 do in these assays?
GLP-1R inv ag: -17%; PTHR1 agonist: inactive; GLP1R cytotox: 6%

What do the screens show for `CCc1cccc(NC(=O)C(CC)n2nc(C)c3sc4ccccc4c3c2=O)c1` (centres undefined)?
GLP-1R inv ag: 4%; PTHR1 agonist: inactive; GLP1R cytotox: 4%

What do the screens show for `CN(CC(=O)Nc1ccccc1Cl)S(=O)(=O)c1ccc(C(=O)N2CCOCC2)s1`?
GLP-1R inv ag: 10%; PTHR1 agonist: -23%; GLP1R cytotox: 6%

What do the screens show for `Cc1ccc(CCNC(=O)c2sc3nc4n(c(=O)c3c2C)CCCC4)cc1`?
GLP-1R inv ag: -13%; PTHR1 agonist: -74%[inhibitor]; GLP1R cytotox: 1%

Results for COC(=O)c1ccc(NC(=O)CSc2nc3cc4ccccc4cc3[nH]2)cc1 ?
GLP-1R inv ag: -12%; PTHR1 agonist: -6%; GLP1R cytotox: 1%

Results for COc1ccc(-n2ncc3c(N4CCN(c5cccc(C)c5)C(C)C4)ncnc32)cc1 (centres undefined) ?
GLP-1R inv ag: inconclusive; PTHR1 agonist: -24%; GLP1R cytotox: -31%

Results for Cc1cc(N2CCN(c3ccc(F)cc3)CC2)n2nc(-c3ccc(Cl)cc3)nc2n1 ?
GLP-1R inv ag: 11%; PTHR1 agonist: -19%; GLP1R cytotox: 6%
